POLH inh: DNA polymerase eta (human) inhibition; Q9Y253; recombinant Pol eta, fluorescent DNA replication assay; Potency, µM (top dose mostly 114 µM), inactives show at the top dose activity change, negative = inhibition, usual class: inhibitors; actives 1.2% (n = 390,000); also: potency is read from the fitted curve at half-maximal effect; % is scaled to controls: 0 for no effect and ±100 for the full control effect
Target sequence (Q9Y253 whole entry, looked up): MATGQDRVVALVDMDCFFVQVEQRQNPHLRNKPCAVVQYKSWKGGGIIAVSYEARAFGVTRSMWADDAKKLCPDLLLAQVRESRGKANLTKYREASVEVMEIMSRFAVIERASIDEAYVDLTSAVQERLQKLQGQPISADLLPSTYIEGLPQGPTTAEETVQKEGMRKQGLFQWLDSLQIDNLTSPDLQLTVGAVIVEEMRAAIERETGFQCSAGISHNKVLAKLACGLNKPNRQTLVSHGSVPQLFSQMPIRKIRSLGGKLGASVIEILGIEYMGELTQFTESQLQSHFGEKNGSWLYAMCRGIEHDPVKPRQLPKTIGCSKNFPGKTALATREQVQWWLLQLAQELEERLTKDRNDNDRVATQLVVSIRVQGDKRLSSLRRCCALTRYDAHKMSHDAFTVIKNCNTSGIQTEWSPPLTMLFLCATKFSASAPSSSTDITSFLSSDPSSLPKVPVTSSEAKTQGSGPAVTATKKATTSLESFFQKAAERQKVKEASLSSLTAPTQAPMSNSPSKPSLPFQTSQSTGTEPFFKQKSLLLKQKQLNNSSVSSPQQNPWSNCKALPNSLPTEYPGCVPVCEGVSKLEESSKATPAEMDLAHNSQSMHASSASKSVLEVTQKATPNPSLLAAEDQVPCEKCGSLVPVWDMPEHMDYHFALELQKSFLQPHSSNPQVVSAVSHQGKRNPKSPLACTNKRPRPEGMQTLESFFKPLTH
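Pol eta at 10 nM preincubated with compounds 15 min at room temperature; reaction started with fluorescent substrate (50 nM final) and read kinetically at 0 and 10 min.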
LDHA inh: blocks human lactate dehydrogenase A; AID 1347041; actives 0.15% (n = 480,000); activity change, % (values are at about 110 or 230 µM); P00338; purified LDHA, NADH/diaphorase-resazurin fluorescence; hits give low values; in the data active = activity change below about -30%; inconclusive = mostly about -25% to -30%;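 also: plate controls were DMSO wells for no effect and wells without enzyme for full effect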
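Enzyme activity of human lactate dehydrogenase 5 (2 nM; 0.06 mM NADH, 0.2 mM pyruvate, 5 min, RT) is measured via a resazurin/diaphorase fluorescence readout of residual NADH.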
RGS4 inh: blocks human RGS4-accelerated GTP hydrolysis; P49798; Transcreener GDP fluorescence polarization, RGS4-accelerated GTP hydrolysis; Potency, µM (titrated, usually from 114 µM), for the others: at the highest dose activity change, negative = inhibition, hits mostly inhibitors; actives 0.039% (n = 390,000); also: potency is read from the fitted curve at half-maximal effect; % is scaled to controls: 0 for no effect and ±100 for the full control effect; nearly all actives have a fitted effect of over 75% in size; some results filed as inactive show a strong effect at the top dose
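MLSMR compounds (23 nl, pin-transferred) preincubated 10 min at room temperature with a 500nM (2x) first reagent, then RGS4 at 900nM (2x) plus Transcreener GDP mix added; fluorescence polarization (620/688 nm) read before and after 90 min at 30 °C.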
Apoferritin bind: binds horse apoferritin like a general anesthetic. apoferritin/1-aminoanthracene competitive binding, fluorescence. Potency, µM (doses to about 77.5 µM), for the others: at the highest dose activity change, negative = displacement, hits mostly inhibitors. actives 0.074% (n = 350,000). P02791; also: potency is read from the fitted curve at half-maximal effect; % is scaled to controls: 0 for no effect and ±100 for the full control effect; nearly all actives have a fitted effect of over 20% in size
Target sequence (P02791 2-175 limits assumed): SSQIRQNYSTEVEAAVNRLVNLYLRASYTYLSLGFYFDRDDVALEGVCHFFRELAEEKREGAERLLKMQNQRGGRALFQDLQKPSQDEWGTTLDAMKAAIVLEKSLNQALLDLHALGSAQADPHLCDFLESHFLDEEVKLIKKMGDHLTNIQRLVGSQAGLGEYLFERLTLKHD
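Horse-spleen apoferritin (10 uM) in 50% saturated 1-aminoanthracene in PBS was incubated 10 min at room temperature with compound. Fluorescence (ex 380, em 535 nm) was normalized to free and bound 1-AMA, with concentration-response fitted by a four-parameter Hill equation.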
Pol kappa inh: inhibitors of human DNA polymerase kappa; purified Pol kappa, fluorescent DNA synthesis assay, 10 min; Potency, µM (highest dose often 107 µM), for the others: at the top dose activity, negative = inhibition, hits mostly inhibitors; actives 0.53% (n = 400,000); AID 588579; also: potency is read from the fitted curve at half-maximal effect; % is scaled to controls: 0 for no effect and ±100 for the full control effect
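Here, compound and 10 nM enzyme are combined for 15 min at room temperature; adding 50 nM substrate (final) starts DNA synthesis, tracked by fluorescence at 0 and 10 min against buffer-only wells.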
APE1 inh: APE1 (human) endonuclease inhibition; AID 2517; actives 0.35% (n = 350,000); Potency, µM (top dose mostly 65.8 µM), for the others: at the top dose activity change, negative = inhibition, hits mostly inhibitors; recombinant APE1, TAMRA/BHQ-2 abasic DNA cleavage fluorescence; P27695;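 also: potency is read from the fitted curve at half-maximal effect; plate controls were vehicle for no effect and reference inhibitor for full effect; nearly all actives have a fitted effect of over 55% in size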
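0.75 nM APE1 + cpd, 15 min RT; start w/ 50 nM TAMRA/BHQ-2 THF-abasic dsDNA; kinetic fluor 525/598 nm ×3 reads @60 s; Δ(read3−read1); normalized to DMSO and NSC13755 control wells.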
12-LOX inh: ALOX12 (human) lipoxygenase inhibition; purified 12hLO, xylenol orange hydroperoxide absorbance; Potency, µM (series often up to 108 µM), for the others: top-dose activity change, negative = inhibition, most hits filed as inhibitors; actives 1.1% (n = 580,000); also: potency is read from the fitted curve at half-maximal effect; % is scaled to controls: 0 for no effect and ±100 for the full control effect
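Hydroperoxide product was detected by ferrous iron/xylenol orange as the 573 to 405 nm absorbance ratio. Arachidonic acid at 40 uM (final) was turned over for 30 min at room temperature by 150 nM human 12hLO, pH 7.0 Hepes buffer, after 15 min compound preincubation.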
POLB inh: inhibitors of human DNA polymerase beta; Pol beta primer extension/strand displacement, fluorescence kinetic; Potency, µM (titrated, usually from 114 µM), inactives show top-dose activity change, negative = inhibition, usual class: inhibitors; actives 1.3% (n = 340,000); AID 485314; also: potency is read from the fitted curve at half-maximal effect; % is scaled to controls: 0 for no effect and ±100 for the full control effect
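Homogeneous kinetic assay of primer extension and strand displacement by 10 nM Pol beta, preincubated 15 min at room temperature with compound before 50 nM substrate (final) was added. Read at 0 and 10 min; four-parameter Hill fit.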
ERG-DNA inh: inhibitors of human ERG Ets domain-DNA interaction; P11308; Potency, µM (doses to about 76.9 µM), for the others: top-dose FP activity, negative = inhibition, hits mostly inhibitors; fluorescence polarization, His-ERG Ets domain / labelled DNA; AID 624246; actives 0.028% (n = 370,000); active = well fitted inhibition curve with a large enough effect in the polarisation, with a control signal flat; inconclusive = small, poorly fitted or top-dose-only effect, or effect the other way, or a change in a side signal; inactive = no such curve, though single readings can be large or run the other way; the % refers to the polarisation;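 also: polarization taken with two DNA probes labelled with fluorescein and Texas red; potency is read from the fitted curve at half-maximal effect; % of control where 0% means no effect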
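His-tagged ERG Ets domain (1 uM in the protein solution; 300mM KCl, 50mM Tris-HCl, 1mM EDTA, 1mM DTT, pH 7.5) received compound, then a probe mix of 5 nM fluorescein-DNA and 100nM Texas-615-DNA. Fluorescence polarization was read for both dyes.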
Starred values were filed as active, the others as inactive; ? = inconclusive; / = no result given; & = joins results of further samples; [ ] = dose if it differs, or a comment. Unless noted, calls follow the shape of the dose curve; as a rule, active = well fitted curve in the direction sought with a large enough effect; inconclusive = small, poorly fitted or top-dose-only effect, or another doubt; inactive = no such curve, though single readings can be large; an effect the other way counts as inactive or inconclusive. These rows are one share of the data. The share of hits here may be higher or lower than overall.

The first 4 records as a preview:
Every second line gives: POLH inh | LDHA inh | RGS4 inh | Apoferritin bind | Pol kappa inh | APE1 inh | 12-LOX inh | POLB inh | ERG-DNA inh
#1 O=C(CCc1ccc(S(=O)(=O)N2CCCCC2)cc1)c1nnc(-c2ccccc2)o1
→ -20% | -5 | 10% | -22% | 2% | 7% | 7% | 3% | -4%
#2 CCOc1cc(C2C3=C(CCCC3=O)NC3=C2C(=O)CCC3)cc(Cl)c1O
→ -5% | 5 | -44% | -21% | -11% | 6% | ? | 1% | -3%
#3 c1ccc(Nc2ncnc3[nH]ncc23)cc1
→ -9% | -2 | -3% | 2% | -15% | 0% | -4% | 7% | ?
#4 COC(=O)c1ccc(NC(=O)CSc2nc3cccnc3n2C)cc1
→ -8% | -5 | 10%[11.4 µM] | -6% | -14% | 18% | 178%[activator][57.4 µM] | 7% | 0%

All compounds of this part (from the top)
Every second line gives: POLH inh | LDHA inh | RGS4 inh | Apoferritin bind | Pol kappa inh | APE1 inh | 12-LOX inh | POLB inh | ERG-DNA inh
#1 O=C(CCc1ccc(S(=O)(=O)N2CCCCC2)cc1)c1nnc(-c2ccccc2)o1
→ -20% | -5 | 10% | -22% | 2% | 7% | 7% | 3% | -4%
#2 CCOc1cc(C2C3=C(CCCC3=O)NC3=C2C(=O)CCC3)cc(Cl)c1O
→ -5% | 5 | -44% | -21% | -11% | 6% | ? | 1% | -3%
#3 c1ccc(Nc2ncnc3[nH]ncc23)cc1
→ -9% | -2 | -3% | 2% | -15% | 0% | -4% | 7% | ?
#4 COC(=O)c1ccc(NC(=O)CSc2nc3cccnc3n2C)cc1
→ -8% | -5 | 10%[11.4 µM] | -6% | -14% | 18% | 178%[activator][57.4 µM] | 7% | 0%
#5 CCc1ccc(NC(=S)Nc2cccc3cnccc23)cc1
→ -16% | 28 | ? | -11% | -8% | -4% | 14% | 8% | 2%
#6 Cc1ccc(SCC(=O)OCC(=O)N(CCC#N)c2ccccc2)cc1C
→ -25% | -1 | -10% | / | -9% | -4% | -6% | / | 20%
#7 COc1cc2c(cc1OC)C(C)N(C(=S)Nc1ccccc1)CC2 (centres undefined)
→ -19% | -4 | -8% | 5% | -8% | -2% | -8% | -21%[57.1 µM] | 1%
#8 Cc1cc(-c2ccc(S(=O)(=O)N3CCCCC3)s2)on1
→ -20% | -2 | -21% | -1% | 0% | 2% | 14% | -12% | -1%
#9 O=C(Nc1ccccc1)N1CCn2c1nc1ccccc12
→ -9% | 1 | -3% | -1% | -7% | 0% | 6% | 1% | 1%
#10 COc1ccccc1OCCCOc1ccc(/C=C2\SC(=O)NC2=O)cc1OC
→ -18% | -16 | -16% | -9% | -15% | 6% | -1% | 0% | -6%
#11 COc1ccc(C(=O)CSc2nnc(NC(=O)C3CC(=O)N(c4ccccc4)C3)s2)cc1 (centres undefined)
→ 4% | 0 | -39% | 5% | 0% | 18% | -14% | 24% | -2%
#12 CC(=O)Nc1cccc(NC(=O)C2CCCN2C(=O)Nc2cccc(C)c2)c1 (centres undefined)
→ 5% | -2 | -1% | -6% | -7% | 16% | 21% | 18% | /
#13 C#CCOCCOCCOCCNc1nc(N2CCN(C(=O)CCCCCCCCCCNC(=O)Cn3cc(CCCCCN)nn3)CC2)nc(N2CCN(C(=O)CCCCCCCCCCNC(=O)[C@@H]([C@H](C)O)n3cc(C)nn3)CC2)n1
→ -16% | 0 | -49% | / | -18% | -15% | / | / | -4%
#14 COc1ccc(NC(=O)C2CCCN2S(=O)(=O)c2ccc3c(c2)CCC(=O)N3)c(OC)c1 (centres undefined)
→ -8% | -2 | 12% | -8% | -6% | 1% | 1% | 3% | 0%
#15 Cc1cccc(-c2nc(NCCCN(C)C)c3ccccc3n2)c1
→ -7% | 0 | -31% | -10% | 3% | -3% | -26% | 42% | 7%
#16 O=C(/C=C/c1ccc(Cl)c([N+](=O)[O-])c1)Nc1ccc(N2CCCC2)cc1
→ -8% | -3 | -40% | -2% | -14% | -5% | -22% | -20% | 3%
#17 CC(=O)Nc1cc2c3c(c1)CCC(=O)N3CCC2
→ -15% | -4 | -4% | -5% | -11% | 50% | -2% | 17% | -3%
#18 Cc1cc(C)nc(NC(=O)c2csnn2)c1
→ -15% | -4 | -21% | -9% | -9% | -1% | -27% | -21% | -17%
#19 O=C(COc1ccc2ccc(=O)oc2c1)N1CCN(c2ccc(F)cc2)CC1
→ -7% | 1 | 0% | -9% | -4% | -11% | -21% | 3% | 6%
#20 O=C(NCCC1=CCCCC1)c1cccc2c1C(=O)N(C1CCCCC1)C2
→ 11% | -19 | 25%[11.4 µM] | -14% | 1%[60.1 µM] | -1% | -5% | -9% | 2%

Next part:
no. | Compound | POLH inh | LDHA inh | RGS4 inh | Apoferritin bind | Pol kappa inh | APE1 inh | 12-LOX inh | POLB inh | ERG-DNA inh
21 | N/C(=N\OC(=O)c1ccc(F)cc1)c1ccc(Br)cc1 | -14% | -17 | -10% | 1% | -6% | 1% | 9% | 2% | -4%
22 | c1cncc(Nc2nc(-c3cccs3)cs2)c1 | 2% | 12 | ? | 4% | -16% | 19% | ? | 9% | 4%
23 | Cc1cc(C)cc(C(=O)NC(CC(N)=O)c2ccc(N3CCN(c4ccccn4)CC3)c([N+](=O)[O-])c2)c1 (centres undefined) | -16% | -3 | -11% | -17% | 1% | 11% | ? | 23% | -7%
24 | O=C(O)/C=C/c1coc2ccc(F)cc2c1=O | -18% | -4 | -12% | 5% | -4% | -6% | -25% | -4% | 1%
25 | COc1cc(/C=N/NC(=S)NCCc2ccccc2)cc(OC)c1OC | -18% | 0 | -14% | -9% | -4% | -11% | 0% | 3% | -8%
26 | C/C=C(\C)C(=O)Nc1cccc(C2=NOC3(C2)C[C@@H](C(N)=O)N(C(=O)c2cc([N+](=O)[O-])cc([N+](=O)[O-])c2C)C3)c1 (some centres undefined) | -8% | 8 | -19% | -8% | 13% | -3% | -30% | -1% | 1%
27 | C[C@H](O)[C@@H]1C(=O)N2CCc3ccc(N4CCN(C)CC4)cc3[C@@H]2C[C@@H]1N(C)C(=O)c1ccc(C#N)cc1 | -16% | 1 | -1% | / | 2% | / | 13% | / | 12%
28 | CCCn1c(SCC(=O)NCc2ccccc2Cl)n[nH]c1=O | -5% | 0 | 3% | -6% | 2% | 2% | -10% | -2% | 2%
29 | CCC1CCCCN1C(=O)Cn1c(=O)n(CCCC(=O)NCc2ccco2)c(=O)c2sccc21 (centres undefined) | -1% | -6 | -24% | -9% | -2% | 38% | -1% | 19% | 1%
30 | O=c1oc2ccccc2cc1N1CCOCC1 | -8% | -4 | -8% | -6% | -4% | -2% | -1% | 30% | 1%

(list continues)
no. | Compound | POLH inh | LDHA inh | RGS4 inh | Apoferritin bind | Pol kappa inh | APE1 inh | 12-LOX inh | POLB inh | ERG-DNA inh
31 | CCC(C(=O)NCc1ccc(F)cc1)N(Cc1cccs1)C(=O)c1snc(C(N)=O)c1N (centres undefined) | -23% | -6 | 0% | 7% | ? | -9% | -27% | 37% | -5%
32 | Cc1nc([N+](=O)[O-])c(N2CCN(Cc3ccccc3)CC2)n1Cc1ccccc1 | -4% | -8 | 10% | ? | -3% | 0% | ? | -15% | 4%
33 | O=C(CCOc1ccccc1)N1CCN(c2ccc(O)cc2)CC1 | -19% | 26 | -13% | -1% | -2% | -2% | ? | -1% | -9%
34 | Cc1ccc2nc(-c3cccc(NC(=O)c4cccc5ccccc45)c3)oc2c1 | -4% | -13 | -6% | -7% | 14% | / | -8% | 0% | -5%
35 | Cc1ccc(N=CC2=C(O)CC(c3ccccc3Cl)CC2=O)cc1 (centres undefined) | -15% | 0 | 2% | -12% | 11% | ? | 0% | 79% | -7%
36 | CC(=O)Oc1ccc(/C=N/NC(=O)C2CCCN2S(=O)(=O)c2ccc(Cl)cc2)cc1 (centres undefined) | -12% | -5 | -42% | -12% | 0% | 18% | 14% | -2% | -2%
37 | COc1ccc(C(=O)N2CCN(c3ccccn3)CC2)cc1 | 0% | 0 | -1% | -7% | -4% | 3% | -2% | 15% | -2%
38 | Cc1ccc(S(=O)(=O)NCC(=O)OCC(=O)N2CC(=O)Nc3ccccc32)cc1 | -12% | -2 | -20% | / | -16% | 3% | -4% | / | -7%
39 | COc1cc(OC)nc(NC(=O)CSc2nnc(-c3ccccc3)n2C2CCCCC2)n1 | 4% | -6 | 48% | / | -11% | / | 127%[activator] | / | 3%
40 | CCCCc1c(O)nc(SCC(=O)Nc2ccc3c(c2)CCC3)[nH]c1=O | -12% | -10 | 11% | ? | -4% | -10% | 0% | 1% | 1%
41 | COc1ccc(OC)c(S(=O)(=O)N(C(C)=O)c2ccc3oc(=O)sc3c2)c1 | -8% | -1 | ? | -22% | -2% | 9% | ? | 8% | 20%
42 | COc1ccc(SC[C@H](Cc2ccccc2)N2CC[C@@H](O)CCC2=O)cc1 | -8% | 2 | 15% | / | -1%&2% | -12% | 7% | / | -1%

Screens: PubChem BioAssay, National Center for Advancing Translational Sciences (NCATS)
